# High-throughput results (PubChem)
# PLAP inhibitors HTS: PLAP enzyme inhibitors, biochemical, luminescence, HTS (AID 690); Alkaline phosphatase, placental type (Homo sapiens); purified PLAP, luminescent substrate; higher % means a stronger effect; inhibition, % at 20 µM; hits with a dose series show IC50 in µM; 96,000 compounds, 0.08% hits; in the data active = a potency from the dose series; inactive = the rest, 99 in 100 with inhibition below about 30%; also: strong numbers were not always called active
# NFkB transloc inh: inhibitors of IL-1B driven NFkB p65 nuclear import, primary screen, imaging, HUVEC, IL-1B stimulus, high-content imaging; HUVEC IL-1B NFkB p65 nuclear translocation imaging; inhibition, % at 2 µM; 94,000 compounds, 0.43% hits; AID 796, 2007;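 active = inhibition above about 30% together with a positive call from visual inspection of the well image, limit read from the data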;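 also: nuclear over cytoplasmic p65 intensity ratio measured by imaging; 0% = IL-1B stimulated DMSO wells and 100% = unstimulated DMSO wells; values of inactives mirror those of a sister screen read the other way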
# Bcl-B TR3 displacers: displacers of TR3 peptide from Bcl-B, primary screen, selectivity assay for Bfl-1 inhibitor project, biochemical, fluorescence polarization; 96,000 compounds, 0.11% hits; one-dose displacement, % at 20 µM; IC50 in µM for titrated hits; FP displacement of FITC-TR3 peptide from Bcl-B; higher % means a stronger effect;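 active = displacement above 50% at 20 µM plus a fluorescence interference ratio under 1.5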;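 also: plate controls were wells without compound for no effect and wells lacking Bcl-B protein for full effect; a part of the inactive calls stands beside numbers as strong as those of hits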
# MRP resist rev: reversal of MRP1-mediated doxorubicin resistance, primary screen, H69AR cells, doxorubicin co-treatment; differential viability (reversal), % at 10 µM; 85,000 compounds, 0.04% hits; H69AR cells + 2 uM doxorubicin, CellTiter-Glo, 72 h;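 active = viability drop by adding the cancer drug above about 55%, with treated viability meeting a 40% cutoff, limit read from the data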;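 also: viability without doxorubicin minus viability with 2 µM doxorubicin for each compound; larger differential means the compound sensitizes cells more to doxorubicin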
# NFkB transloc pot: enhancers of NFkB p65 translocation in HUVEC – imaging, IL-1B stimulus, high-content imaging, primary screen | HUVEC IL-1B NFkB p65 nuclear translocation imaging | activation, % at 2 µM | 94,000 compounds, 0.3% hits;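 active = activation above 40%, about the mean plus 3 SD, also judged a hit on visual image review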;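 also: percent activation is computed from the nuclear over cytoplasmic p65 intensity ratio; values of inactives mirror those of a sister screen read the other way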
# MRP resist rev cytotoxicity: second read-out of MRP resist rev, no call of its own (marks repeat the call); viability, %; H69AR cells, CellTiter-Glo, 72 h; measured here: cytotoxicity without doxorubicin
# MRP resist rev with doxorubicin: second read-out of MRP resist rev, no call of its own (marks repeat the call); viability, %; measured here: viability with 2 uM doxorubicin; stronger effect = lower value
# NFkB transloc inh cell count 2 µM: also measured in NFkB transloc inh; calls as there; cell count; measured here: cells passing quality filter;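 raw number of nuclei counted in each imaged well without normalization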
# NFkB transloc pot cell count 2 µM: recorded beside NFkB transloc pot, whose call it bears; cell count; measured here: cells passing quality filter
# * marks the source's active call; other numbers are inactive results; x = no result given.
SMILES	NFkB transloc pot cell count 2 µM	PLAP inhibitors HTS	NFkB transloc inh cell count 2 µM	NFkB transloc pot	MRP resist rev cytotoxicity	Bcl-B TR3 displacers	MRP resist rev	NFkB transloc inh	MRP resist rev with doxorubicin
O=C(O)C1C2C=CC(C2)C1C(=O)NCCCN1CCOCC1 (configuration not stated)	192	-39%	192	2	122	1%	32	-2	90
O=C(O)C(Cc1ccccc1)N1C(=O)c2ccccc2C1=O (configuration not stated)	140	-1%	140	8	109	10%	20	-8	89
O=C(NCc1cn2ccccc2n1)c1ccc(Br)o1	35	14%	35*	-32	98	-1%	0	32*	98
Cc1ccc(OC(=O)COc2ccccc2C)c(-n2nc3ccccc3n2)c1	122	x	122	-1	97	x	23	1	75
Cn1c(NC(=O)COc2ccccc2)cc(=O)n(C)c1=O	144	-19%	144	13	97	-8%	-2	-13	98
CC(=O)c1cc2c(cc1NC(=O)CSc1nc3ccccc3o1)OCO2	110	20%	110	7	58	3%	-7	-7	65
C=CCNc1nc2c3ccccc3n(C(C)=O)c2s1	173	14%	173	7	70	2%	22	-7	48
O=C(c1cccs1)N1CCN(C/C=C/c2ccccc2)CC1	162	-67%	162	-5	96	9%	12	5	84
CN1CCN(/C=N/c2c(C#N)cnn2C)CC1	79	13%	79	2	85	-6%	2	-2	83
Nc1nnc(-c2ccccc2Cl)s1	x	7%	x	x	95	2%	4	x	92
COc1ccc(OCCC(=O)OCC(=O)NC(=O)NC(C)(C)C)cc1	204	7%	204	-12	x	-1%	x	12	x
COc1cc(C2C(C#N)=C(N)Oc3cc(C)n(CC4CCCO4)c(=O)c32)cc2c1OCO2 (configuration not stated)	96	-2%	96	-6	79	4%	9	6	70
CCn1c(SCC(=O)c2ccc3c(c2)OCCO3)nnc1-c1ccco1	119	-34%	119	-8	100	-8%	13	8	88
CC1=CC(C)(C)N(C(=O)CSc2nccn2C)c2cc(C)ccc21	198	-50%	198	-1	67	9%	-5	1	72
O=C(Cn1c(=O)n(-c2ccc(F)cc2)c(=O)c2sccc21)N1CCCC1	198	-2%	198	18	92	8%	-10	-18	102
Cc1cc2cc(CN(Cc3nnnn3C3CCCCC3)CC3CCCO3)c(=O)[nH]c2cc1C (configuration not stated)	139	-67%	139	-1	74	-8%	-9	1	83
CC(C)=CCC/C(C)=C/CC(C)(C)CNCCN1CCNCC1	158	-29%	158	9	1	-4%	-2	-9	3
Cc1ccc(S(=O)(=O)/N=C2\C(=O)c3ccccc3C([O-])=C2n2cc[n+](CCC(C)C)c2)cc1	189	4%	189	22	42	-15%	-3	-22	46
Cc1ccc(-c2c3c([nH]c(=S)c2C#N)CCCC3)o1	196	-84%	196	5	87	-160%	-2	-4	89
O=C(Nc1ccccc1NC(=O)NC1CCCCC1)NC1CCCCC1	146	20%	146	-1	1	-6%	-8	1	9
CCOC(=O)c1c(CN2CCCCC2)n(C)c2cc(Br)c(O)c(CN(C)C)c12	196	-38%	196	26	91	9%	-1	-26	91
COc1ccc(C(C)(C)C)cc1NC(=O)Nc1ccc2c(c1)OCO2	120	x	120	-6	22	x	-12	6	34
COc1ccc(S(=O)(=O)N2CCCC(C(=O)NC3CCCCC3)C2)cc1 (configuration not stated)	99	-11%	99	2	87	7%	-5	-2	92
CC(=O)c1cccc(NS(=O)(=O)c2cc(OCC(N)=O)c(C)cc2Cl)c1	x	-7%	x	x	76	-11%	-2	x	79
CCCCOC(=O)C1=C(C)Nc2ncnn2C1c1cc(OC)ccc1OC (configuration not stated)	106	-24%	106	-2	78	-14%	0	2	79
CN=c1scc(C)n1/N=C/c1ccc(O)cc1O	78	1%	78	3	x	-4%	x	-3	x
CN(C)CCNC(=O)C12CC3(C)CC(C)(CC(C)(C3)C1)C2	169	-62%	169	6	89	-1%	5	-6	84
O=C(Nc1ccc2c(c1)OCO2)C1CCN(S(=O)(=O)c2ccc3c(c2)OCCO3)CC1	85	12%	85	27	x	3%	x	-27	x
CCN1CCCC1CNC(=O)C1CCN(Cc2nc(-c3cccc(Br)c3)oc2C)CC1 (configuration not stated)	215	-68%	215	14	52	-2%	11	-14	41
Cc1ccccc1NC(=O)Cc1nnc(SCc2ccc(Cl)c(Cl)c2)n1C	89	9%	89	2	x	0%	x	-2	x

# Later entries
SMILES	NFkB transloc pot cell count 2 µM	PLAP inhibitors HTS	NFkB transloc inh cell count 2 µM	NFkB transloc pot	MRP resist rev cytotoxicity	Bcl-B TR3 displacers	MRP resist rev	NFkB transloc inh	MRP resist rev with doxorubicin
CC(=O)c1cccc(NC(=O)C2CCCC2)c1	49	5%	49	-20	100	-8%	9	20	91
COc1ccc(C2=NOC(C(=O)N3CCCCCC3)C2)cc1OC (configuration not stated)	161	0%	161	11	100	1%	17	-12	84
COC(=O)c1ccc(CSc2nc(C(F)(F)F)c3c(c2C#N)CCC3)o1	164	-32%	164	24	91	-1%	22	-24	69
O=C(NCc1ccccc1)c1ccco1	151	x	151	-4	94	x	0	4	94
COC(=O)Cn1c2ccc(OC)cc2c2nc3ccccc3nc21	151	9%	151	10	61	0%	-12	-10	73
O=C(O)c1ccc(C2CCCCC2)cn1	137	-66%	137	-2	x	-2%	x	2	x
O=C(COC(=O)C12CC3CC(CC(C3)C1)C2)Nc1ncc(Cl)cc1Cl	177	-4%	177	-18	x	32%	x	18	x
COc1cccc(N(CC(=O)Nc2ccc3c(c2)OCO3)S(=O)(=O)c2ccccc2)c1	144	6%	144	2	x	-4%	x	-2	x
COc1ccc(Nc2nc(C)c3ccccc3n2)cc1	131	16%	131	12	87	-1%	7	-12	79
Cn1c(=O)n(CC(N)=O)c2ccccc21	91	13%	91	-16	92	0%	-4	16	96
O=C(O)[C@@H](c1ccccc1)N1Cc2ccccc2C1=O	53	27%	53	18	97	-7%	1	-18	96
Cc1ccc(OC(C)C(=O)N2CCc3ccccc32)cc1 (configuration not stated)	186	12%	186	21	85	-4%	-10	-21	95
CC(=O)c1cc(-c2nc3ccccc3n2C)n(C)c1	117	2%	117	-9	93	-5%	-1	9	94
CN1CCN(C(=O)c2ccc3c(c2)OCCO3)CC1	134	x	134	28	97	x	13	-28	84
COC(=O)C1=C(C)N(Cc2cccnc2)C(=O)C1	144	x	144	5	104	x	10	-5	94
Cn1cccc1Cc1nnc(SCC(=O)Nc2ccc(F)cc2)n1-c1ccc(F)cc1	66	-42%	66	10	73	-4%	-17	-10	90
COc1ccc(NC(=O)c2cccnc2Nc2ccc(OC)cc2)cc1	166	28%	166	8	67	-3%	-8	-8	75
COCCCNC(=O)CS(=O)(=O)Cc1nc(-c2ccccc2C)oc1C	63	-29%	63	6	x	-3%	x	-6	x
COc1ccc(N(C2CSC2)S(=O)(=O)c2ccccc2)cc1	182	-10%	182	3	90	4%	18	-3	72
CCN(CC)Cc1cc(CCNC(=O)c2ccc(Cl)cc2)ccc1O	172	31%	172	3	84	-2%	-10	-3	94
C=CCn1c(=N)c(C(=O)NCCCOC)cc2c(=O)n3cccc(C)c3nc21	185	-34%	185	6	79	37%	-5	-6	84
Cn1c(=O)c2c(nc(SCC(=O)N3CCCc4ccccc43)n2C)n(C)c1=O	167	x	167	4	79	x	2	-4	77
O=C(NC1CCCCC1)C(c1ccc2ncccc2c1)N(Cc1ccc(F)cc1)C(=O)c1ccc2c(c1)OCCO2 (configuration not stated)	112	-25%	112	2	x	-10%	x	-2	x
O=C(CN1CCCN(Cc2ccc(F)cc2Cl)C1=O)NC1CCCCCC1	x	-43%	x	x	97	-5%	14	x	83
CC1=CC(C)(C)NC(=S)N1c1cccc(C)c1	164	-2%	164	2	90	6%	-12	-2	102
CCOc1ccc(-c2cc(CCCC(=O)NCc3ccc(C)cc3)no2)cc1	161	17%	161	24	x	-2%	x	-24	x
Cc1ccc(CN(C(=O)C(F)(F)F)C(C(=O)NC2CCCCC2)c2ccco2)cc1 (configuration not stated)	74	x	74	-4	81	x	6	4	75
CCOc1c(Br)ccc2c1sc1nc[nH]c(=O)c12	132	-46%	132	6	79	-3%	-2	-6	81
Cc1cc2cc(OCC(=O)O)ccc2n1C	150	x	150	-9	93	x	-7	9	99
Nc1c(C(=O)NCCN2CCOCC2)c2nc3ccccc3nc2n1CCc1ccccc1F	181	-66%	181	19	26	-5%	-20	-19	46
O=C(CSc1nccn1-c1ccccc1)NCc1ccc2c(c1)OCO2	55	15%	55	-26	100	-5%	3	26	97

# An excerpt from above in order of the PLAP inhibitors HTS value, descending:
SMILES | NFkB transloc pot cell count 2 µM | PLAP inhibitors HTS | NFkB transloc pot | Bcl-B TR3 displacers
CCN(CC)Cc1cc(CCNC(=O)c2ccc(Cl)cc2)ccc1O | 172 | 31% | 3 | -2%
COc1ccc(Nc2nc(C)c3ccccc3n2)cc1 | 131 | 16% | 12 | -1%
Cc1ccc(OC(C)C(=O)N2CCc3ccccc32)cc1 (configuration not stated) | 186 | 12% | 21 | -4%

# 18 entries from above, arranged by SMILES length, lowest first:
SMILES	NFkB transloc pot cell count 2 µM	PLAP inhibitors HTS	NFkB transloc inh cell count 2 µM	NFkB transloc pot	MRP resist rev cytotoxicity	Bcl-B TR3 displacers	MRP resist rev	NFkB transloc inh	MRP resist rev with doxorubicin
Cc1cc2cc(OCC(=O)O)ccc2n1C	150	x	150	-9	93	x	-7	9	99
Cn1c(=O)n(CC(N)=O)c2ccccc21	91	13%	91	-16	92	0%	-4	16	96
CC(=O)c1cccc(NC(=O)C2CCCC2)c1	49	5%	49	-20	100	-8%	9	20	91
CC1=CC(C)(C)NC(=S)N1c1cccc(C)c1	164	-2%	164	2	90	6%	-12	-2	102
CN1CCN(C(=O)c2ccc3c(c2)OCCO3)CC1	134	x	134	28	97	x	13	-28	84
COC(=O)C1=C(C)N(Cc2cccnc2)C(=O)C1	144	x	144	5	104	x	10	-5	94
Cc1ccc(OC(C)C(=O)N2CCc3ccccc32)cc1 (configuration not stated)	186	12%	186	21	85	-4%	-10	-21	95
COC(=O)Cn1c2ccc(OC)cc2c2nc3ccccc3nc21	151	9%	151	10	61	0%	-12	-10	73
COc1ccc(N(C2CSC2)S(=O)(=O)c2ccccc2)cc1	182	-10%	182	3	90	4%	18	-3	72
CCN(CC)Cc1cc(CCNC(=O)c2ccc(Cl)cc2)ccc1O	172	31%	172	3	84	-2%	-10	-3	94
O=C(CSc1nccn1-c1ccccc1)NCc1ccc2c(c1)OCO2	55	15%	55	-26	100	-5%	3	26	97
O=C(CN1CCCN(Cc2ccc(F)cc2Cl)C1=O)NC1CCCCCC1	x	-43%	x	x	97	-5%	14	x	83
CCOc1ccc(-c2cc(CCCC(=O)NCc3ccc(C)cc3)no2)cc1	161	17%	161	24	x	-2%	x	-24	x
O=C(COC(=O)C12CC3CC(CC(C3)C1)C2)Nc1ncc(Cl)cc1Cl	177	-4%	177	-18	x	32%	x	18	x
C=CCn1c(=N)c(C(=O)NCCCOC)cc2c(=O)n3cccc(C)c3nc21	185	-34%	185	6	79	37%	-5	-6	84
Cn1c(=O)c2c(nc(SCC(=O)N3CCCc4ccccc43)n2C)n(C)c1=O	167	x	167	4	79	x	2	-4	77
COc1cccc(N(CC(=O)Nc2ccc3c(c2)OCO3)S(=O)(=O)c2ccccc2)c1	144	6%	144	2	x	-4%	x	-2	x
O=C(NC1CCCCC1)C(c1ccc2ncccc2c1)N(Cc1ccc(F)cc1)C(=O)c1ccc2c(c1)OCCO2 (configuration not stated)	112	-25%	112	2	x	-10%	x	-2	x

# This is a subset; rates above refer to the full screens.
